TbREL1 inh = TbREL1 RNA ligase inhibitors, primary screen, biochemical, FRET fluorescence; inhibition, % at 9.66 µM; RNA-editing ligase 1, mitochondrial (Trypanosoma brucei brucei), P86926; AID 1117264, 2014; 0.49% of 89,000 active; TbREL1 RNA ligation;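 active = inhibition above the mean inhibition across all screened compounds plus 3 SD, cut at about 11% in these data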;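 note: 0% = plate median of test wells and 100% = NSC42067 control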
Target sequence (P86926 whole entry, looked up): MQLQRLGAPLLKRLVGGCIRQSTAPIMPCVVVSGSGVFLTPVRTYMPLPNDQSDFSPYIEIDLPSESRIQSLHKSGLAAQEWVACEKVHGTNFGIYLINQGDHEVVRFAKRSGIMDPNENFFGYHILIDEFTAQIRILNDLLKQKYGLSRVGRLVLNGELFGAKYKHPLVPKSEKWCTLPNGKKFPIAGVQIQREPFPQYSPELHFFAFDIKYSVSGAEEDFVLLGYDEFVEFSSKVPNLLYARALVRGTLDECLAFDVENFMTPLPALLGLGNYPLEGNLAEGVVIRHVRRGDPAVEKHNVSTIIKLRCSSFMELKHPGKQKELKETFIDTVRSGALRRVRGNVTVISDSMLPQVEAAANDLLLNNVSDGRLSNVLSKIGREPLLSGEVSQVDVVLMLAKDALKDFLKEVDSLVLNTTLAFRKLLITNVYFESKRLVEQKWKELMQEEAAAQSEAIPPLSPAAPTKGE
Starred values were filed as active, the others as inactive. The list is partial (hit frequency here may not be typical).

SMILES | TbREL1 inh
CSc1nc(C)cc(/C=C\c2ccccc2)c1C#N | 3
CCc1nc2ccc(C(=O)N3CCNC(=O)C3)cn2c1N(C)CCC(C)C | -4
Cc1ccc(OCC(=O)N2CCC(C)CC2)c([N+](=O)[O-])n1 | 0
O=C(NC1=NCCS1)c1sc2cc(Cl)cc(Cl)c2c1Cl | 6
Cc1ccc(C(=O)Nc2ccc(Cl)cn2)cc1S(=O)(=O)N1CCOCC1 | 0
COc1cc(OC)cc(C(=O)NCC2CCCN(C(=O)c3csc(C(C)C)n3)C2)c1 (stereo not drawn) | 3
CCOC(=O)Cc1csc(SCc2nc3ccccc3c(=O)[nH]2)n1 | 3
CCOc1cc(C#N)c(NC(=O)c2cccnc2)cc1OCC | 3
COCCNC(=O)C1CC2Cn3c(nc4cc(Cl)c(Cl)cc43)C2N1C (stereo not drawn) | -3
Cc1cccc(NC(=O)c2nc[nH]c2C(=O)N[C@H](C)c2ccccc2)c1 | 0
O=S(=O)(Nc1cc(Cl)ccc1-n1cncn1)c1ccc(F)cc1 | 0
CCN(Cc1ccccc1)C(=O)CCc1nc(-c2ccc(C)cc2)no1 | -1
CCOc1ccc(-c2ccc(C=O)o2)c([N+](=O)[O-])c1 | 2
COCCn1c(Br)nc2c1c(=O)n(C)c(=O)n2C | -3
COc1ccc(Cl)cc1Cn1c(C)c(C(=O)NCc2ccc(C#N)cc2)sc1=O | 2
CCCCCNC(=O)C(=O)C1C(=O)Nc2ccccc21 (stereo not drawn) | 3
O=C1COc2ccc(C(=O)c3ccccc3C(=O)NCc3ccco3)cc2N1 | 1
CSc1nsc(SCC(=O)Nc2ccc(F)cc2)n1 | 4
COc1ccc(S(=O)(=O)Nc2ccccc2C(=O)N2CCOCC2)cc1Cl | -3
CCCCn1c(Cc2ccccc2)nnc1SCC(=O)Nc1cc(C)on1 | -3
CC(=O)c1cccc(NC(=O)NC(C)c2ccc3c(c2)OCO3)c1 (stereo not drawn) | -2
COc1ccc(CNS(=O)(=O)c2ccc3c(c2)NC(=O)C(C)S3)cc1 (stereo not drawn) | 1
O=C(Cn1nc2ccccc2n1)N/N=C/c1cc(Cl)cc([N+](=O)[O-])c1O | 6
CC(=O)NC(Cc1ccccc1)P(=O)(O)O (stereo not drawn) | 0
CN(c1ccccc1)c1nc(N)c(C#N)c(CC#N)c1C#N | -1
NC(=O)[C@@H]1CC2(CC(c3cccc(NC(=O)COc4ccc(Cl)cc4)c3)=NO2)CN1C(=O)c1ccccc1 (stereo partly drawn) | 0
Cc1cccc(NC(=O)CSc2nnc(-c3ccccc3)n2N)c1C | -1
COc1ccc(CC(=O)NNC(=O)CSc2ccc(C)cc2)cc1 | -1
CC1CCN(C(=O)Cn2nc(C(F)(F)F)c3c2CCCC3)CC1 | 6
Cc1n[nH]c(C)c1CN(C)C(=O)c1cc(COc2ccc(F)c(F)c2)on1 | 6
CC1CN(c2ccc(Oc3ccccc3)cc2)c2nc3c(c(=O)[nH]c(=O)n3C)n2C1 (stereo not drawn) | 1
Cc1ccc(C)n1-n1cnc2scc(-c3cccs3)c2c1=O | -1
Cc1ccc(Cn2c(C)c(C(=O)NCc3ccc(Cl)c(Cl)c3)sc2=O)cc1 | 2
CCOC(=O)c1cc(-c2nnc(-c3ccc(Cl)cc3)o2)c(C)nc1C | 1
N#Cc1ccc(CN2C(=O)NC3(CCCCCC3)C2=O)cc1 | 0
O=C(NCc1ccncc1)Nc1cccc(Cl)c1 | 2
COc1cc(/C=N/NC(N)=S)cc(Br)c1OCc1ccccc1F | -3
COc1cccc(NC(=O)c2cc(-c3ccccn3)nc3ccccc23)c1 | -4
O=C(NCc1ccccc1)c1ccc(N2CCC3(CC2)CC(c2ccc(Cl)cc2)=NO3)c([N+](=O)[O-])c1 | 2
NC(=O)c1oc2ccccc2c1NC(=O)C1CCCCC1 | -2
COC(=O)[C@]12C[C@H](CC(=O)NCC34CC5CC(CC(C5)C3)C4)C(=O)N(Cc3cccc4ccccc34)C1=C[C@H](COCc1ccccc1)O[C@@H]2C | 2
O=C(C1COc2ccccc2O1)N1CCN(c2ccccc2)CC1 (stereo not drawn) | -2
N#Cc1ccc(-c2cccs2)nc1SCc1cccnc1 | 3
CCc1ccc(CN(C)CC(=O)Nc2ccc(S(=O)(=O)N3CCOCC3)cc2)cc1 | 1
CCc1cccc(NC(=O)C2CCN(S(=O)(=O)c3c(C)noc3C)CC2)c1 | 2
CC1(c2ccccc2)NC(=O)N(CC(=O)Nc2ccc(S(=O)(=O)Nc3ncccn3)cc2)C1=O (stereo not drawn) | 1
Cc1ccnc(Nc2ccc(CCO)cc2)n1 | 1
CCCCC(=O)N[C@H]1CC[C@@]23CCCN2C(=O)CCC[C@H]3[C@H]1CCC | -3
CCOC(=O)Cn1nnc(-c2ccc([N+](=O)[O-])cc2)n1 | 6
CC1CCN(C(=O)CSc2nnc(Cc3ccccc3)o2)CC1 | 0
CCCCC1CCC(C(=O)NCc2ccc3c(c2)OCO3)CC1 (stereo not drawn) | 6
Cc1cccc(C(=O)NCCN2CCN(c3ccccc3)CC2)c1 | -2
Cc1ccccc1N1CCN(C2CCCN(C(=O)c3csc(C(C)C)n3)C2)CC1 (stereo not drawn) | 0
COc1ccccc1-n1c(=S)[nH]c2c(sc(=S)n2-c2ccccc2C)c1=O | -5
CCO/C=C1/C(=O)N(c2ccc(OC)cc2)C(=O)c2ccccc21 | -1
NS(=O)(=O)c1cccc(C(=O)OCC(=O)NC2CCCc3ccccc32)c1 (stereo not drawn) | 1
CCCCCc1ccc(-c2cn(CN3C(=O)c4ccccc4C3=O)nn2)cc1 | 4
Cc1nnc(SCC(=O)Nc2cccnc2Cl)s1 | 1
Cc1nn(C)c(C)c1S(=O)(=O)N1CCC(C(=O)NCC2COc3ccccc3O2)CC1 (stereo not drawn) | 3
COC(=O)c1ccc(C23CC4(C2)[C@H](CN(Cc2ccc(-c5ccccc5)cc2)[C@@H]4c2ccccc2)C3c2ccc(C(F)(F)F)cc2)cc1 (stereo partly drawn) | 3

Exported with each value named: part of the list above.
CC1CCN(C(=O)CSc2nnc(Cc3ccccc3)o2)CC1
- TbREL1 inh = 0

CCCCC1CCC(C(=O)NCc2ccc3c(c2)OCO3)CC1 (stereo not drawn)
- TbREL1 inh = 6

(continued)
SMILES | TbREL1 inh
CCC[C@H]1CN(c2ccc(Br)cc2)C(=O)[C@@H]1CC(=O)Nc1ccc(OC)cc1 | 5
COc1ccc([C@H]2CC(=O)C=C(c3cccc(F)c3OC)C2)cc1 | -1
Clc1ccc(SCc2csc(N3CCOCC3)n2)cc1 | 0
CCc1nnc(NC(=O)CSc2nnc(-c3ccc(S(=O)(=O)N(CC)CC)cc3)n2CC)s1 | 0
O=C(CN1CCN(C(=O)c2ccc(-c3nc4ccccc4s3)o2)CC1)Nc1ccccc1Cl | 0
CN(C(=O)c1ccc(NC(=O)Cc2ccc(NC(=O)C3CCN(C(=O)C4CCCCC4)CC3)cc2)cc1)C1CCCC1 | -3
COc1ccc(CCNC(=O)c2ccc3c(c2)SC2=NS(=O)(=O)CCN23)cc1 | -2
C[C@H]1CN([C@@H](C)CO)C(=O)CCCn2nncc2CO[C@@H]1CN(C)Cc1ccc(-c2ccccc2)cc1 | -3
CCCCCC(=O)N1CC2(C)CN(C(=O)CCCCC)CC(C)(C1)C2=O | -4
CCOC(=O)C1=CCN(S(=O)(=O)c2ccccc2Br)C1c1ccc(Br)cc1 (stereo not drawn) | 6
CN(c1ccccc1)S(=O)(=O)c1ccc(NC(=O)c2ccccc2)cc1 | 5
CC(OC(=O)c1cc2ccccc2cc1O)C(=O)Nc1ccc(S(N)(=O)=O)cc1 (stereo not drawn) | 2
CCOC(=O)C1CCN(C(=O)COC(=O)/C=C/c2cccc(OC)c2OC)CC1 | 6
CC1CN(C(=O)C2CCCCC2)C(C)CN1C(=O)C1CCCCC1 (stereo not drawn) | -1
CC(C)n1nccc1N(Cc1ccc(C#N)cc1)S(=O)(=O)c1ccccc1 | 2
Nc1nonc1-n1nnc(C(=O)N/N=C/c2cc(Br)ccc2O)c1CNc1ccccc1 | -1
O=C(Cc1ccccc1F)N1CCC(n2nnc3ncccc32)CC1 | 3
Cc1[nH]nc2c1C(c1ccoc1)C(C#N)=C(N)O2 (stereo not drawn) | 1
O=C(NCCN1CCOCC1)c1ccc(S(=O)(=O)Nc2ccccc2)cc1 | 0
Cn1c(N/N=C/c2cccs2)cc(=O)n(C)c1=O | 0
Cc1ccc(NC(=O)C2CCCN2S(=O)(=O)c2ccc3c(c2)CCC(=O)N3)cc1Cl (stereo not drawn) | 0
CCCNC(=O)c1ccccc1NC(=O)c1ccccc1N(C)S(=O)(=O)c1ccccc1 | 3
COc1ccc(OCCSc2nnc(-c3cccnc3)n2N)cc1 | -2
CC(C)(C)OC(=O)N1CCC(C(=O)Nc2ccc3c(c2)CCC3)CC1 | -1
CN(C(=O)CSc1nc(C2CC2)nc2ccccc12)c1nc(-c2ccccc2)cs1 | 5
O=C(CSc1ccccc1Cl)NC1CCCc2ccccc21 (stereo not drawn) | 1
CC(C)Nc1nnc(SCC(=O)N2CCN(C(=O)c3ccco3)CC2)s1 | -4
COC(=O)c1cccc(CC2(C)C(=O)Nc3ccc(OC(F)(F)F)cc32)c1 (stereo not drawn) | 0
COCCn1c(C)cc(C(=O)CN2C(=O)NC3(CCCCCC3)C2=O)c1C | -5
CC(C)(CNC(=O)C1c2ccccc2-c2ccccc21)N1CCOCC1 | -3
CCC(=O)Nc1cccc(NC(=S)NC(=O)c2cc3ccccc3o2)c1 | -1
N#Cc1ccc(C(=O)OCC(=O)N2CCCC2)cc1 | 0
O=C(CN1CCN(Cc2ccc(F)cc2Cl)CC1)NCc1ccccc1 | 2
CCOc1ccccc1CN1CCNC(=O)C1CC(=O)NCc1ccccn1 (stereo not drawn) | -1
COc1ccccc1NC(=O)Cc1nnc(SCC(=O)Nc2nccs2)n1C | -3
Cc1cc(C(=O)NCCc2ccc(Cl)cc2)no1 | 5
Nc1nonc1-n1nnc(C(=O)N/N=C/c2cc(Cl)ccc2O)c1CN1CCCCCC1 | 3
O=C1CN(C(=O)COC(=O)CNS(=O)(=O)/C=C/c2ccccc2)c2ccccc2N1 | -1
CCn1c2ccc(C)cc2c2nnc(NN)nc21 | 2
Cc1ccc2nc(-c3ccc(C#N)cc3)c(Cc3ccccc3)n2c1 | 8
CCOc1ccc(C(C)=O)cc1CC(C(N)=O)C(N)=O | 1
CC(=O)CSc1nnc(-c2ccc(S(=O)(=O)N3CCOCC3)cc2)n1C | 3
CC(C)Sc1cc(N2CCCC2)nc(-c2ccc(F)cc2)n1 | 7
COC(=O)c1ccc(CSc2nnc(-c3ccncc3)o2)cc1 | -2
CN(Cc1ccccc1)C(=O)CN1CCN(C(c2ccccc2)c2ccccc2)CC1 | -1
O=C(C1CCC1)N1CCc2cc(S(=O)(=O)N3CCCCC3)ccc21 | 4
COc1ccc(CC(=O)Nc2ccccc2N2CCCC2)cc1OC | 0
Cc1ccc2c(c1)C(=O)C(=O)N2Cc1ccccc1 | 3
O=C(C(Cl)Cl)N1c2ccccc2OCC1c1ccccc1 (stereo not drawn) | 7
Cc1cccc(C)c1C(O)c1ncc(-c2ccccc2Cl)[nH]1 (stereo not drawn) | 1
COc1ccccc1NC(=O)Cn1cnc2sc(C(=O)Nc3cc(OC)c(OC)c(OC)c3)c(C)c2c1=O | -2
Cn1c(=O)c(Sc2ccc(Cl)cc2)c(O)c2ccccc21 | -2
O=C(C1=C[C@H](c2coc3ccccc3c2=O)C[C@H](OCCCCO)O1)N1CCOCC1 | -2
Cc1ccc(S(=O)(=O)N(CC(=O)N/N=C/c2cccc3c2OCCO3)c2ccccc2F)cc1 | 3
c1ccc(-c2nnc(-c3ccco3)o2)cc1 | 2
C[N+](C)(C)CC/C=C1/c2ccccc2CSc2ccccc21 | -1
C=CCn1c(=O)c2ccccc2n2c(SCc3csc(-c4ccccc4)n3)nnc12 | 0
COc1cccc2cc(C(=O)Nc3ccc(F)cc3)c(=Nc3ccc(C(=O)O)cc3)oc12 | 5
COC(=O)c1sc(S(=O)(=O)N2CCCCC2C(=O)O)c(C(=O)OC)c1C (stereo not drawn) | -2
Cc1cccc(C)c1NC(=O)CN1N=NC2C(=O)N(c3cccc(Cl)c3)C(=O)C21 (stereo not drawn) | -2
CCCCn1c(SCC(=O)N(C)C)nnc1-c1ccncc1 | 0
O=S(=O)(N/N=C1\CCCc2ccccc21)c1ccccc1 | -2
Cc1ccc(C(C)NC(=O)c2c(C)noc2C)cc1C (stereo not drawn) | -1

Structures shown so far with an aryl methoxy group (18):
SMILES | TbREL1 inh
COc1cc(OC)cc(C(=O)NCC2CCCN(C(=O)c3csc(C(C)C)n3)C2)c1 (stereo not drawn) | 3
COc1ccc(Cl)cc1Cn1c(C)c(C(=O)NCc2ccc(C#N)cc2)sc1=O | 2
COc1ccc(S(=O)(=O)Nc2ccccc2C(=O)N2CCOCC2)cc1Cl | -3
COc1ccc(CNS(=O)(=O)c2ccc3c(c2)NC(=O)C(C)S3)cc1 (stereo not drawn) | 1
COc1ccc(CC(=O)NNC(=O)CSc2ccc(C)cc2)cc1 | -1
COc1cc(/C=N/NC(N)=S)cc(Br)c1OCc1ccccc1F | -3
COc1cccc(NC(=O)c2cc(-c3ccccn3)nc3ccccc23)c1 | -4
COc1ccccc1-n1c(=S)[nH]c2c(sc(=S)n2-c2ccccc2C)c1=O | -5
CCO/C=C1/C(=O)N(c2ccc(OC)cc2)C(=O)c2ccccc21 | -1
CCC[C@H]1CN(c2ccc(Br)cc2)C(=O)[C@@H]1CC(=O)Nc1ccc(OC)cc1 | 5
COc1ccc([C@H]2CC(=O)C=C(c3cccc(F)c3OC)C2)cc1 | -1
COc1ccc(CCNC(=O)c2ccc3c(c2)SC2=NS(=O)(=O)CCN23)cc1 | -2
CCOC(=O)C1CCN(C(=O)COC(=O)/C=C/c2cccc(OC)c2OC)CC1 | 6
COc1ccc(OCCSc2nnc(-c3cccnc3)n2N)cc1 | -2
COc1ccccc1NC(=O)Cc1nnc(SCC(=O)Nc2nccs2)n1C | -3
COc1ccc(CC(=O)Nc2ccccc2N2CCCC2)cc1OC | 0
COc1ccccc1NC(=O)Cn1cnc2sc(C(=O)Nc3cc(OC)c(OC)c(OC)c3)c(C)c2c1=O | -2
COc1cccc2cc(C(=O)Nc3ccc(F)cc3)c(=Nc3ccc(C(=O)O)cc3)oc12 | 5

Source: PubChem BioAssay (The Scripps Research Institute Molecular Screening Center)
